Casp6 inh: human caspase-6 inhibitors, primary screen, biochemical, VEID-R110 fluorescence, single point, set 2 | 0.53% of 350,000 active | purified caspase-6, Z-VEID-R110 cleavage fluorescence | inhibition, % at 12.5 µM;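 active = mean inhibition across replicates at least about 35%, with every replicate also reaching that limit, limit read from the data; inconclusive = only one of the two criteria met; inactive = neither criterion met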;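 note: 0% = median of neutral control wells and 100% = no fluorescence left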
Target sequence (P55212 24-179 limits assumed): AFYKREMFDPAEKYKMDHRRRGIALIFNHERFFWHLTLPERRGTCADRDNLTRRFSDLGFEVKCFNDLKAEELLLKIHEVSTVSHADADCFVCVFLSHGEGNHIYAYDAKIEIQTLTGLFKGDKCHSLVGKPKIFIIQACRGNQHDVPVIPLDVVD
Target sequence (P55212 194-293 limits assumed): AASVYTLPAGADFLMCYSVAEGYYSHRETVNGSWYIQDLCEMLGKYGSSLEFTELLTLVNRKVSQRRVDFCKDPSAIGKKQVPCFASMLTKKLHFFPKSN
PAX8 reporter: inhibitors of PAX8-driven TPO luciferase reporter, primary screen, RMG-I cells, single concentration; SteadyGlo, 24 h; 1.2% of 360,000 active; inhibition, % at 12.6 µM; AID 652154, 2013;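 active = mean replicate inhibition at least 60% with every replicate also reaching 60%; inconclusive = only one of the two criteria is met; inactive = mean below 60% and not all replicates reaching 60%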;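 note: luciferase light reporting Pax8 driven TPO promoter activity; plate controls were median of neutral control wells for no effect and mitoxantrone controls for full effect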
Cneo AK release: Cryptococcus neoformans cell lysis inducers, primary screen, AK release luminescence, single concentration | AID 651654, 2012 | lysis activity, % at 15 µM | 0.2% of 360,000 active | C. neoformans lysis, adenylate kinase release luminescence, 4 h; normalised: neutral wells 0, clomiphene wells 100;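 active = mean lysis activity across replicates of at least 80%, whatever share of replicates individually reach that level; inactive = mean lysis activity below 80%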
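Signal: Adenylate kinase release luminescence | Assay system: Log-phase Cryptococcus neoformans yeast cells | Input: Cells at 5 × 10^6 per mL | Buffer or medium: Fresh YPD growth medium | Compound: Single dose | Schedule: Static 4 h at 37 °C with compound, 1 h detection | Controls: Clomiphene | Read-out: Luminescence rise reflecting yeast cell lysis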
LGR2 inh: inhibitors of bursicon-induced LGR2 CRE-luciferase signal, primary screen, cell-based, HEK293, CRE-luciferase reporter, bursicon stimulation. Drosophila bursicon receptor LGR2 (rickets). bursicon-stimulated, 4 h. inhibition, % at 9.99 µM. 0.35% of 380,000 active. AID 720647, 2013;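 active = drop in luminescence signal, shown as inhibition above about 50% in the replicate tests, limit read from the data, passing the limit was not always enough; inconclusive = probably only some replicates passing the limit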;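 note: agonist challenge used bursicon conditioned medium at about half maximal strength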
EWS-Fli block: EWS/Fli-driven NR0B1 reporter inhibitors, primary screen, A673 cells, NR0B1 luciferase, luminescence, MLPCN library; 0.67% of 350,000 active; AID 651661, 2012; inhibition, % at 12.6 µM; viability-normalised;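 active = mean inhibition of at least 50% after viability correction, with every replicate also passing that limit; inconclusive = mean reaches 50% but only one of two replicates passes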;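 note: firefly luciferase signal divided by Alamar Blue viability fluorescence both relative to DMSO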
PGC1a acetyl inh: inhibitors of PGC1a acetylation signal, primary screen, cell-based, U2OS, AlphaScreen, inhibitor mode | inhibition, % at 15.6 µM | AlphaScreen anti-acetyl-lysine; with virally co-expressed GCN5 acetyltransferase | 0.17% of 350,000 active;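 active = every replicate shows inhibition of at least 40%; inconclusive = mean inhibition at least 40% but some replicate below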;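 note: 0% = neutral control wells and 100% = positive control wells; some results beyond the cut were filed as inactive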
miR-122 sensor: miR-122 Renilla sensor signal increase in Huh7, primary screen, miR-122 inhibitor project, cell-based, single point, plate reader; Huh7 miR-122 Renilla luciferase sensor, 48 h; neutral wells = 0, positive control = 100; AID 602342, 2012; activation (reporter increase), % at 12.5 µM; 0.3% of 340,000 active;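 active = mean replicate activation score at least 90 and every replicate individually at or above 90; inconclusive = only one of the two criteria met; inactive = neither criterion met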;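 note: higher luciferase means less miR-122 activity so hits act as miR-122 inhibitors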
FN deposit inh: inhibitors of fibronectin matrix deposition, primary screen, AH1F cells, Alexa488-fibronectin fluorescence, plate reader; inhibition, % at 12.6 µM; 0.086% of 350,000 active; AH1F fibroblasts, overnight;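 active = mean inhibition across replicates of 30% or more, regardless of how many single replicates reach that level; inconclusive = mean under 30% yet at least half of replicates reach 30%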;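 note: positive control wells lacked labelled fibronectin entirely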
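Assay system: AH1F fibroblast monolayer, labelled fibronectin deposition. Amount: 10000 cells per well. Also added: labelled fibronectin 24 nM. Compound: single-point pinned compound. Incubation: cell attachment 1 h, compound and FN exposure overnight. Detection: fluorescence after three HBSS washes, excitation 485 nm, emission 525 nm. Read-out: inhibition of fibronectin deposition signal.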
Active calls of the source: *; ? = inconclusive; . = no result given; [ ] = dose if it differs, or a comment.

SMILES	Casp6 inh	PAX8 reporter	Cneo AK release	LGR2 inh	EWS-Fli block	PGC1a acetyl inh	miR-122 sensor	FN deposit inh
O=C(C1CCOCC1)N1C[C@@H]2[C@H](c3ccccc31)[C@@H](CO)N2C(=O)Nc1cccc(F)c1	-1	-11	-1	-19	0	-3	10[16.7 µM]	4
O=C(COC(=O)C12CC3CC(CC(C3)C1)C2)Nc1ccc(OC(F)F)cc1	.	7	-2	.	.	14	-17	-5
Cn1nc(C(=O)Nc2nc(-c3ccccn3)cs2)c2ccccc2c1=O	-1	-5	1	-5	13	10	-3	.
COCCn1nnnc1C(c1cc2cc(C)cc(C)c2[nH]c1=O)N1CCN(c2ccccc2F)CC1 (centres undefined)	.	.	1	12	.	-8	3	.
C[C@H]1CN([C@@H](C)CO)C(=O)Cc2cc(NC(=O)Cn3cnnn3)ccc2O[C@H]1CN(C)Cc1ccc(Cl)c(Cl)c1	3	-7	-1	-1	-4	2	-4[16.7 µM]	9
COc1ccc(C#Cc2cnc3c(c2)C(=O)N([C@@H](C)CO)C[C@H](C)[C@@H](CN(C)C)O3)cc1	-10	.	2	8	3	0	-9[16.7 µM]	12
CC1=CC(C)(C)N(C(=O)c2ccccc2)c2ccccc21	.	4	4	.	.	-12	0	14
O=[N+]([O-])c1ccccc1-c1nc(-c2ccc(Br)o2)no1	1	-209	.	-3	-14	.	.	0
CCN(CC(=O)Nc1ccc(OC)cc1)C(=O)CSCC(=O)Nc1cc(C)on1	-107	7	1	-7	6	10	-4	1
COc1ccc(C(=O)NCCc2nnc3ccc(SCC(=O)NCc4ccc(F)cc4)nn23)cc1	-7	.	-2	0	3	4	-2	6
CCOC(=O)Cc1csc(NC(=O)c2ccc(Cl)s2)n1	-4	14	-3	-54	-33	-3	-6	1
Cc1noc(C)c1NC(=O)N[C@H]1C=C[C@@H](CC(=O)N2CCCCC2)O[C@@H]1CO	-2	-6	-4	18	1	5	.	-1
CCNC(=O)C1(C)CCCN(Cc2ccc3ccccc3c2Br)C1 (centres undefined)	-1	18	-1	15	11	-8	4	-20
CCNC(=O)C[C@@H]1CC[C@H]2[C@@H](COc3ccc(NC(=O)Cc4ccccc4)cc3C(=O)N2C)O1	-1	-4	-2	25	4	-2	3[16.7 µM]	9
O=C(CCCc1nc2ccccc2s1)NCc1ccccc1	-3	-8	0	-9	-14	-5	-8	10
O=C(Nc1nccs1)[C@H]1[C@H](CO)[C@H]2Cn3c(cccc3=O)[C@@H]1N2C(=O)C1CCC1	0	.	63	-34	9	.	19[16.7 µM]	.
COc1ccc(CCNc2oc(COc3ccc(F)cc3)nc2C#N)cc1	.	-5	6	.	.	20	-2	9
CC(C)CC#Cc1ccc2c(c1)O[C@@H](CN(C)CC1CC1)[C@@H](C)CN([C@H](C)CO)S2(=O)=O	5	.	1	6	21	-33	-1[16.7 µM]	.
Cc1c(C(=O)N(Cc2ccc(F)cc2)C2CCS(=O)(=O)C2)oc2ccccc12 (centres undefined)	-1	8	-1	3	10	7	-5	-11
Cc1ccc(Cn2c(C)c3cnn(CC(=O)NCc4ccccn4)c(=O)c3c2C)cc1	-3	-1	0	-5	-9	-12	-6	-7
CCOc1ccccc1NC(=O)c1ccc(NC(=O)C2CCCO2)cc1 (centres undefined)	-2	6	2	3	-16	-6	-4	-1
Nc1n[nH]c(-c2ccccc2)c1-c1ccccc1	-2	.	2	9	12	1	-1	.
COCCNc1nnc(Cc2ccc(OC)c(OC)c2)c(=O)[nH]1	5	13	-4	-2	15	-3	6	2
Cc1ccc(C(=O)NCC(=O)OCC(=O)NCCNC(=O)COC(=O)CNC(=O)c2ccc(C)cc2)cc1	-3	1	.	-9	2	.	.	5
O=C(/C=C/c1ccc(S(=O)(=O)N2CCOCC2)cc1)N1CCN(c2ccccc2)CC1	3	16	.	11	7	.	.	.
C[C@@H]1CN([C@H](C)CO)C(=O)c2cccc(NC(=O)c3ccc(-c4nccs4)cc3)c2O[C@@H]1CN(C)S(=O)(=O)c1cccs1	0	.	-4	-21	-2	-4	-1[16.7 µM]	-1
OC[C@H]1O[C@@H](c2nc(-c3nc(-c4ccc(F)cc4)no3)cs2)[C@H](O)[C@@H]1O	4	-121	-2	-17	-46	-19	-2	-5
CN(C)C(=O)C[C@@H]1C=C[C@@H](NS(=O)(=O)c2ccccc2)[C@@H](CO)O1	2	-10	-2	-5	-2	?	0[16.7 µM]	-4
C[C@@H]1Cn2cnc(C(=O)N[C@@H](C)C(=O)OC(C)(C)C)c2C(=O)N1	-3	-9	-2	0	-5	.	1	5
C[C@@H]1CN([C@H](C)CO)C(=O)c2cc(NC(=O)Nc3ccccc3)ccc2O[C@@H](C)CCCCO[C@H]1CN(C)S(=O)(=O)c1cccs1	0	40	-5	-24	6	-12	-9[16.7 µM]	4
COc1ccc(-c2ccc3c(c2)O[C@H](CN(C)Cc2cccnc2)[C@H](C)CN([C@@H](C)CO)S3(=O)=O)cc1	0	.	-3	10	7	7	.	.
CCN1C(C#N)=C(C#N)N=C(C)CC1(C)C	-4	-3	.	11	1	109*	-2	-4
CCOc1ccc(NC(=O)c2ccc(CN3CCc4ccccc4C3)cc2)cc1	3	11	4	2	-2	17	-4	2
COCc1cc(C)nc2sc(C(=O)Nc3ccccc3C)c(N)c12	0	17	-2	-12	-6	9	-5	7
COc1ccc(/C=N\NC(=O)CNC(=O)C2COc3ccccc3O2)cc1[N+](=O)[O-] (centres undefined)	2	-10	2	2	-20	.	-7	1
CC(OC(=O)c1nc(-c2ccccc2)n(-c2ccccc2)n1)C(=O)Nc1cc(Cl)cc(Cl)c1 (centres undefined)	1	9	.	6	3	.	-5	-2
CO[C@@H]1CN(C)C(=O)c2cc(NC(=O)Nc3ccccc3Cl)ccc2OC[C@@H](C)N(S(C)(=O)=O)C[C@H]1C	.	7	-3	-9	5	-3	-10[16.7 µM]	6
COc1c(N2CCN(C(=S)NC3CC4CCC3C4)C(C)C2)c(F)cc2c(=O)c(C(=O)O)cn(C3CC3)c12 (centres undefined)	5	-33	.	-12	21	-1	.	-1
C[C@H]1CN([C@@H](C)CO)C(=O)c2ccccc2-c2ccccc2CO[C@@H]1CN(C)CC1CC1	-2	-22	3	-16	-2	2	.	-2
CCN1C(=O)C(=O)N(CC(=O)c2cc(C)n(C3CC3)c2C)C1=O	5	-109	0	-11	-46	1	.	.
COc1ccc(-c2nnc(SCC(=O)NC(C)C)n2CC2CCCO2)cc1OC (centres undefined)	.	9	-1	.	.	1	-1	2
O=[N+]([O-])c1cc([N+](=O)[O-])c2cccnc2c1O	8	16	.	9	5	.	.	0
Cc1cc(C)cc(CC(=O)N2CCC2(C)C(=O)NS(=O)(=O)c2cccc(OC(F)F)c2)c1 (centres undefined)	2	1	-1	13	11	-1	-1	2
COc1cccc(NC(=O)N[C@H]2CC[C@@H](CC(=O)Nc3ccccc3)O[C@@H]2CO)c1	3	2	2	-15	-1	-5	.	-9
Cc1ccc(NC(=O)CCc2c(C)nn(-c3ccc(N4CCOCC4)nn3)c2C)cc1C	0	-24	-5	-9	.	-5	-7	-4
CN(C)c1ccc(C(=O)c2ccccc2C(=O)O)cc1[N+](=O)[O-]	2	-3	.	-2	6	.	.	-6
COc1cccc(OCc2nc(-c3ccc(Br)o3)no2)c1	3	0	-4	0	-11	6	-4	4
Cc1cccc(C)c1NC(=O)CN(C)C(=O)c1ccc(-n2cncn2)c([N+](=O)[O-])c1	1	3	2	1	-1	9	-3	.
COc1ccc(OC)c(-c2nc(C)sc2CC(=O)O)c1	.	.	1	.	.	6	-2	1
COc1cccc(/C=N/NC(=O)Cn2nc([N+](=O)[O-])cc2C)c1	0	5	.	-13	-2	13	.	0

A second format for 2 compounds above:
Molecule | Casp6 inh | PAX8 reporter | Cneo AK release | LGR2 inh | EWS-Fli block | PGC1a acetyl inh | miR-122 sensor | FN deposit inh
CCOc1ccccc1NC(=O)c1ccc(NC(=O)C2CCCO2)cc1 (centres undefined) | -2 | 6 | 2 | 3 | -16 | -6 | -4 | -1
Cc1cc(C)cc(CC(=O)N2CCC2(C)C(=O)NS(=O)(=O)c2cccc(OC(F)F)c2)c1 (centres undefined) | 2 | 1 | -1 | 13 | 11 | -1 | -1 | 2

Other entries:
SMILES	Casp6 inh	PAX8 reporter	Cneo AK release	LGR2 inh	EWS-Fli block	PGC1a acetyl inh	miR-122 sensor	FN deposit inh
COc1ccccc1C(=O)Nc1c2c(nn1-c1ccc([N+](=O)[O-])cc1)CS(=O)(=O)C2	0	-10	-3	3	1	-11	-7	3
CCCCCC(=O)Nc1nc(C)c(-c2csc(Nc3ccccc3OCC)n2)s1	1	-34	0	.	-9	4	1	-2
O=C(Nc1ccccc1)c1cc(C2CCCCN2C(=O)CCc2ccccc2)on1 (centres undefined)	2	-8	1	-30	-11	-1	0	0
CCCC(=O)Nc1sc(C(=O)OC)c(C)c1C(N)=O	2	.	0	16	1	-1	2	.
CCCCCN(C(=O)CCC(=O)OCCOc1ccccc1Cl)c1c(N)n(CCCC)c(=O)[nH]c1=O	2	20	1	-12	1	.	.	-2
CC(C)NC(=O)Nc1ccc2c(c1)C(=O)N([C@@H](C)CO)C[C@@H](C)[C@H](CN(C)C(=O)Nc1ccc3c(c1)OCO3)O2	-3	-1	1	1	4	-1	3[16.7 µM]	.
Cc1ccnc(NS(=O)(=O)c2cc(-c3cc(C)no3)ccc2C(C)C)c1	5	-18	.	-11	.	-3	56	-1
O=C1c2cccnc2C(=O)N1Cc1ccc(S(=O)(=O)N2CCN(c3ccc(Cl)cc3)CC2)cc1	1	-5	.	-6	3	1	11	10
COc1ccc(Br)cc1C=NNS(=O)(=O)c1ccc(C)cc1	-2	6	2	12	32	15	.	-14
O=C(C[C@@H]1C=C[C@H](NC(=O)c2ccccn2)[C@H](CO)O1)NCc1cc(F)cc(F)c1	1	-9	1	-6	2	-2	.	.
Cc1cccc(-c2nnc(SCC(=O)O)n2Cc2ccccc2)c1	0	-5	3	4	-11	26	5	-2
CC1CN(C(=O)Nc2ccc(Br)cc2Cl)CC(C)O1 (centres undefined)	2	20	.	15	-5	.	.	.
CCNc1nc(NCC)n2c(SCC(=O)NCC3CCCCC3)nnc2n1	-2	-8	.	-1	4	.	.	-2
O=C(c1sc2ccccc2c1Cl)N1CCN(c2ccccn2)CC1	3	13	2	-5	-5	0	-3	.
CC1(C)CC(NC(=O)c2cc(Cl)ccc2Cl)CC(C)(C)N1	1	-20	0	-3	-1	4	-5	4
COc1ccccc1NS(=O)(=O)c1cccc(C(=O)NCC(c2ccccc2OC)N2CCCC2)c1 (centres undefined)	-196	-4	-1	-3	-2	13	-5	-6
COCCNC(=O)COC(=O)/C=C/c1cnc2ccccc2n1	.	.	3	.	.	-3	-8	-15

From PubChem BioAssay
